RBBP9 inh: blocks human serine hydrolase RBBP9; recombinant RBBP9, FP-Rh probe fluorescence polarization; inhibition, % at 7.94 µM; 0.2% of 220,000 active;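 active = inhibition above the campaign mean of all tested compounds plus 3 SD, cut at about 14% in these data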;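 note: plate controls were DMSO wells with RBBP9 for no effect and wells lacking RBBP9 protein for full effect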
Target sequence (O75884 whole entry, looked up): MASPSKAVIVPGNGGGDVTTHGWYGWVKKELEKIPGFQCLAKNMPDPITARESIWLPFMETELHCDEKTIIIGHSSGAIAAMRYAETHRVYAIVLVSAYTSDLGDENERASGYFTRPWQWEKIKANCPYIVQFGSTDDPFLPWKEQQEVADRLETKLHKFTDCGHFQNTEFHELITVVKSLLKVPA
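Measured by – fluorescence polarization · Test system – RBBP9 protein · Input – 2.5 µM RBBP9 dispensing solution, before mixing · Measure – percent inhibition from mP, scaled between DMSO and no-protein wells · Benchmarks – DMSO-treated enzyme wells and wells lacking RBBP9 · Times – preincubation 30 min plus labeling 45 min at 25 °C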
Wee1 stabilizer: blocks degradation of human Wee1 kinase; 1.2% of 220,000 active; HeLa Luc-Wee1K328M stability, luciferase luminescence; 100% = proteasome inhibitor MG132 effect; reporter increase, % at 5 µM;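 active = activation above the mean of all tested compounds plus 3 SD, set per screening run, cut at about 8.8% in these data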;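 note: cells exposed to compound for 20 h before luminescence read; 0% = DMSO alone and 100% = MG132 at 30 µM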
Target sequence (P30291 whole entry K328M): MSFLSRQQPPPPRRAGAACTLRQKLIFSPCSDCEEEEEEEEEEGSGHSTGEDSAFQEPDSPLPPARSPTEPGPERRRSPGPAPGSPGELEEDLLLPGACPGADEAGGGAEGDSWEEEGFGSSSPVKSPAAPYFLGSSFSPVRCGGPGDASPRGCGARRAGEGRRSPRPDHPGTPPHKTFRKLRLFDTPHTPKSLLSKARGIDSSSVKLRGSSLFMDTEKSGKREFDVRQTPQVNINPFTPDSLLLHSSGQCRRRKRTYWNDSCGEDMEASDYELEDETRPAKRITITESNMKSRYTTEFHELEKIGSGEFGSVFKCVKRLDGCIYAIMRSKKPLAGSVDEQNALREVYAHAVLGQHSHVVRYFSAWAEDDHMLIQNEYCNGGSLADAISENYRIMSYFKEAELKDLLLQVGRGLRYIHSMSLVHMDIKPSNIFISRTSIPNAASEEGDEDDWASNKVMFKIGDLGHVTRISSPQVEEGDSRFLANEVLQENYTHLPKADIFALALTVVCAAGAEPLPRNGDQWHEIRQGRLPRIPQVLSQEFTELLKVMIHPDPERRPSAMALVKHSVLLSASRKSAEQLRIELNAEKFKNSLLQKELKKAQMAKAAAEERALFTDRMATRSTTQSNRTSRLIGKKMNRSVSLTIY
TNF necrop inh: inhibitors of TNF-alpha induced necroptosis in Jurkat FADD-/- cells. activation (protection from cell death), % at 10 µM. Jurkat FADD-/- TNF necroptosis rescue, ATP luminescence, 24 h; 0 = TNF only, 100 = no-TNF cells. 0.068% of 220,000 active;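 active = activation, meaning protection from cell death, of at least 50% relative to plate controls; inactive = activation below 50%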;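 note: necroptosis triggered by 40 ng/mL TNF-alpha added together with compound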
Ba/F3 V617F tox: loss of viability in JAK2V617F-driven Ba/F3 cells | Ba/F3 EpoR-JAK2V617F viability, ATP luminescence | inhibition, % at 5.6 µM | 1.1% of 220,000 active | AID 1446;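 active = inhibition above the campaign mean plus 3 SD over all tested compounds, cut at about 24% in these data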;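 note: cytokine-independent growth of Ba/F3 cells driven by EpoR plus mutant JAK2; 0% = DMSO-treated cells and 100% = JAK inhibitor I control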
TRPML3 agonist: agonists of human TRPML3 channel | 0.29% of 220,000 active | AID 1448 | activation, % at 3 µM | Q8TDD5 | HEK293 TRPML3-YFP, Fluo-8 calcium fluorescence; 100% = the carbachol control signal;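 active = activation above its plate's cutoff, the mean activation of the plate's test wells plus 3 SD, cut at about 12% in these data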;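 note: 0% = DMSO only wells and 100% = carbachol wells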
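system = HEK293 cells stably carrying human TRPML3-YFP | doses = one concentration, 3 µM nominal, 0.3% DMSO | timing = dye loading 1 h 37 °C then 30 min ambient, 125 s read | detection = Fluo-8 calcium dye fluorescence, ex 470-495, em 515-575 nm | benchmarks = high control carbachol 87 µM, low control DMSO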
zfTRPN1 agonist: activates the zebrafish TRPN1 channel. HEK293 zebrafish TRPN1-YFP, Fluo-8 calcium fluorescence; 100% = response to 87 µM carbachol. activation, % at 3 µM. 0.18% of 220,000 active. AID 1424;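 active = activation above its plate's cutoff, the mean activation of test wells on that plate plus 3 SD, cut at about 19% in these data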;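 note: 0% = DMSO alone and 100% = 87 µM carbachol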
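System: zebrafish TRPN1-YFP in HEK293 cells / Dosing: 3 µM single point / Timing: dye loading 1 h at 37 °C, then 30 min room temperature / Signal: Fluo-8 calcium fluorescence, excitation 470-495 nm, emission 515-575 nm / Read-out basis: percent activation from peak over basal fluorescence ratio, control-normalized / Control set: high carbachol 87 µM, low DMSO alone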
CHOP inh: blocks CHOP induction under ER stress. CHO-K1 CHOP-promoter luciferase, tunicamycin-induced, 15-18 h. inhibition, % at 10 µM. 3.8% of 220,000 active. AID 2732;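 active = compounds that reduced the stress-induced luciferase reporter signal by more than about 70% of percent inhibition, limit read from the data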;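 note: 0% = tunicamycin plus vehicle and 100% = wells without tunicamycin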
PPC-1+TRAIL kill: compounds killing PPC-1 cancer cells with TRAIL present (potentiator screen, no TRAIL-free arm) | PPC-1 cells + TRAIL, ATPLite viability luminescence | 0.41% of 220,000 active | cell killing (% activity), % at 4 µM;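 active = cell killing above 50% in the first pass at 4 µM, then a duplicate retest at 5 µM averaging 50% or more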;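 note: plate controls were cells with TRAIL plus DMSO for no effect and medium-only wells lacking cells for full effect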
BaF3 parental: reduces parental Ba/F3 cell viability, JAK2V617F counter-screen | CellTiter-Glo ATP luminescence | inhibition, % at 5.6 µM | 1.1% of 220,000 active;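 active = inhibition above a per-campaign cutoff, the mean inhibition of all tested compounds plus 3 SD, cut at about 27% in these data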;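 note: 0% = DMSO wells and 100% = JAK Inhibitor I control wells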
Starred values were filed as active, the others as inactive.

SMILES	RBBP9 inh	Wee1 stabilizer	TNF necrop inh	Ba/F3 V617F tox	TRPML3 agonist	zfTRPN1 agonist	CHOP inh	PPC-1+TRAIL kill	BaF3 parental
CCC(C)(C)NC(=O)C(c1ccc(OC)cc1)N(CC1CCCO1)C(=O)CCC(=O)Nc1cc(C)on1 (centres undefined)	0	0	0.8	-2	-0.1	-0.3	-10	10	2
COc1ccc2cc(C(C)c3nc4ccccc4c(=O)n3N)ccc2c1 (centres undefined)	-6	-5	-3.0	-3	0.6	0.8	54	3	3
COc1ccc(CC(=O)O/N=C(\N)c2cccc([N+](=O)[O-])c2)cc1	-2	8	3.0	-6	-0.6	-0.3	11	13	1
CC(c1ccco1)N(C(=O)C12CC3CC(CC(C3)C1)C2)c1ccccn1 (centres undefined)	4	-1	-3.3	5	0.8	0.2	42	19	4
c1ccc(-c2nnc(CN3CCC4(CC3)OCCO4)o2)cc1	-8	-1	-1.2	-1	1.3	2.1	6	12	0
CCOc1ccc(/C=N/OCC(=O)Nc2ccc(OCc3ccccc3)cc2)cc1OC	-1	-1	3.8	0	0.5	1.5	35	22	6
O=C(Cn1c(SCC(=O)NC2CCCC2)nnc1-c1ccncc1)Nc1ccc2c(c1)OCO2	-11	0	-2.6	2	-0.1	-1.0	36	-7	2
Cc1ccc(C2=C/C(=C\c3cccnc3)C(=O)O2)cc1	-5	3	3.0	-1	0.8	1.3	3	5	3
Cc1ccc(O)c(C=Nc2ccc3[nH]ncc3c2)c1	-8	-2	-1.8	-5	0.7	-1.2	-12	11	2
O=C(NNC(=S)Nc1ccccc1)c1cccc(Br)c1	2	-1	-0.5	-4	0.9	-0.9	-14	8	3
CC(C)n1c(N2CCN(CC(=O)Nc3ccc4c(c3)OCCO4)CC2)nc2ccccc21	-2	-2	-4.1	3	-0.1	-0.5	17	19	-1
COc1ccc(OCc2n[nH]c(=S)n2N)cc1	-3	7	-1.0	-3	0.3	1.0	35	-20	5
CC1(c2ccccc2)CC(c2ccccc2)=Nc2ccccc2N1 (centres undefined)	-3	4	2.5	-2	0.1	0.2	0	-5	-3
CNCc1ccccc1Sc1ccc(O)c(O)c1	12	-3	0.4	-1	-0.3	-1.2	-18	-2	3
CCOc1ccc(C(=O)NC(C(=O)NCC2CCCO2)C(C)C)cc1 (centres undefined)	-3	2	1.9	1	-0.1	0.8	-1	-3	1

Next section, starting with the last 2 of the part before.
SMILES	RBBP9 inh	Wee1 stabilizer	TNF necrop inh	Ba/F3 V617F tox	TRPML3 agonist	zfTRPN1 agonist	CHOP inh	PPC-1+TRAIL kill	BaF3 parental
CNCc1ccccc1Sc1ccc(O)c(O)c1	12	-3	0.4	-1	-0.3	-1.2	-18	-2	3
CCOc1ccc(C(=O)NC(C(=O)NCC2CCCO2)C(C)C)cc1 (centres undefined)	-3	2	1.9	1	-0.1	0.8	-1	-3	1
CCOC(=O)c1ccc(COC(=O)c2nonc2N)cc1	5	0	-0.1	-1	0.4	1.2	5	15	6
CCOc1ccc(-c2onc(C(F)(F)F)c2-c2cscn2)c(O)c1	8	7	-1.6	7	-0.4	0.8	-2	10	6
NC(=O)CC[C@H](NC(=O)c1ccc(F)cc1)C(=O)OCC(=O)NCc1ccc(F)cc1	2	-1	-0.3	4	0.7	0.3	10	5	10
CCCCOc1ncnc2c1[nH]c1ccc(OCC)cc12	-8	-1	-0.9	4	0.5	0.7	-28	9	10
NC(=O)c1ncc(C(F)(F)F)cc1Oc1cccnc1	-1	-1	0.7	-1	0.9	0.1	16	-11	4
CCOc1cc(CNCc2ccc(C(=O)O)cc2)ccc1OC	-8	0	1.2	-1	0.8	0.8	11	10	4
CC(=O)N1CCN(CC(=O)Nc2ccccc2Sc2ccc(Cl)cc2)CC1	-2	0	-1.7	-2	1.4	4.1	17	13	1
O=C(CCNS(=O)(=O)c1ccc(Cl)cc1)NCc1cccnc1	-11	-1	-1.7	1	0.8	0.1	-10	-8	1
CC(=O)Nc1ccc(NC(=O)COC(=O)c2cnccn2)cc1	-11	1	0.8	-1	0.2	0.7	-1	-33	2
Cc1noc(C)c1C(=O)N1CCCC(C(=O)c2ccc(Cl)cc2)C1 (centres undefined)	-3	-3	0.6	1	-0.1	0.7	-8	5	5
O=c1[nH]c(CSc2nnc(-c3ccncc3)n2Cc2ccco2)nc2ccccc12	-4	-2	1.9	-2	0.6	0.6	0	-4	-1
CC(=NCCN1CCN(C(=S)Nc2ccccc2)CC1)C1=C(O)CC(C)(C)CC1=O	1	5	-1.1	0	0.4	1.3	0	14	9
Cc1cc(C)nc(NC(=O)/C=C/c2ccccc2Cl)c1	-6	3	2.1	-2	-0.5	-1.5	10	15	1
O=c1[nH][nH]c(C(F)(F)F)c1C=Nc1cccc(Cl)c1	-6	-2	-4.0	-3	0.1	-0.2	-3	-3	-1
O=C(CC1CCCCC1)NCc1ccco1	9	0	2.4	-4	0.2	0.2	-9	4	0
Clc1cccc(Cl)c1CO/N=C/c1cccs1	-15	0	49	4	-0.4	0.7	6	-1	3
N#CC1=C(N)Oc2n[nH]c(-c3ccccc3)c2C1c1ccncc1 (centres undefined)	6	0	-3.0	1	0.0	0.5	40	5	9
Nc1ccc2nc(-c3ccccc3)[nH]c2c1	12	0	-1.4	7	0.0	-0.8	-9	38	10
O=c1[nH]c(O)c(/C=C2\C=Nc3ccccc32)[nH]1	11	6	-21	1	-0.5	-2.1	9	18	9
Cc1ccccc1NC(=O)NC1(C(=O)N2CCOCC2)CCCCC1	-8	0	-0.3	-2	0.7	-1.2	13	6	2
CCCCOC(=O)C1CCCC(C(=O)OCCCC)N1 (centres undefined)	9	2	-2.3	-2	0.2	-0.5	21	-4	-2
COc1ccc(-c2nnc(SCc3nc4ccccc4s3)n2C(C)C)cc1	-3	-1	-1.7	-2	0.0	-0.5	18	-3	4
N/C(=N\OC(=O)CC1CCCCC1)c1ccccn1	0	-2	-1.6	2	-0.2	-2.1	8	21	5
Cc1ccc(-c2nn(-c3cc(N4CCNCC4)ccc3[N+](=O)[O-])c(=O)c3ccccc23)cc1	-16	-1	-15	5	0.7	-0.6	-39	-4	8
O=C(NC1C(=O)NNC1c1ccc(Cl)cc1)c1ccc(F)cc1 (centres undefined)	-15	-3	1.0	-4	0.1	-0.2	10	-2	4
CCOc1ccccc1NC(=S)NCCc1ccc(F)cc1	-7	-2	-4.1	-1	-1.1	-0.9	-18	-8	9
CC(=O)c1nc(N2C(=O)C3CC=C(C)CC3C2=O)sc1C (centres undefined)	-2	-1	-3.0	2	-0.3	0.6	-12	15	8
O=C(CCCOc1ccccc1)Nc1nncs1	1	4	-3.3	-5	0.6	0.2	20	8	0
CCCC1CCC(=NNS(=O)(=O)c2ccc(C)c([N+](=O)[O-])c2)CC1 (centres undefined)	-10	7	1.4	1	1.2	-1.2	13	15	12
O=C(COc1ccc(Br)cc1)Nc1cc(S(=O)(=O)N2CCCCC2)ccc1N1CCCCC1	-6	0	2.2	1	1.4	0.1	34	11	4

Rewritten bar-delimited: entries from further up.
canonical_smiles | RBBP9 inh | Wee1 stabilizer | TNF necrop inh | Ba/F3 V617F tox | TRPML3 agonist | zfTRPN1 agonist | CHOP inh | PPC-1+TRAIL kill | BaF3 parental
CCCCOC(=O)C1CCCC(C(=O)OCCCC)N1 (centres undefined) | 9 | 2 | -2.3 | -2 | 0.2 | -0.5 | 21 | -4 | -2
CCOc1ccccc1NC(=S)NCCc1ccc(F)cc1 | -7 | -2 | -4.1 | -1 | -1.1 | -0.9 | -18 | -8 | 9
Clc1cccc(Cl)c1CO/N=C/c1cccs1 | -15 | 0 | 49 | 4 | -0.4 | 0.7 | 6 | -1 | 3
O=C(COc1ccc(Br)cc1)Nc1cc(S(=O)(=O)N2CCCCC2)ccc1N1CCCCC1 | -6 | 0 | 2.2 | 1 | 1.4 | 0.1 | 34 | 11 | 4
CCCC1CCC(=NNS(=O)(=O)c2ccc(C)c([N+](=O)[O-])c2)CC1 (centres undefined) | -10 | 7 | 1.4 | 1 | 1.2 | -1.2 | 13 | 15 | 12
Nc1ccc2nc(-c3ccccc3)[nH]c2c1 | 12 | 0 | -1.4 | 7 | 0.0 | -0.8 | -9 | 38 | 10
Cc1ccccc1NC(=O)NC1(C(=O)N2CCOCC2)CCCCC1 | -8 | 0 | -0.3 | -2 | 0.7 | -1.2 | 13 | 6 | 2

A second format for some results above.
Each structure is followed by: RBBP9 inh, Wee1 stabilizer, TNF necrop inh, Ba/F3 V617F tox, TRPML3 agonist, zfTRPN1 agonist, CHOP inh, PPC-1+TRAIL kill, BaF3 parental
- Nc1ccc2nc(-c3ccccc3)[nH]c2c1
 : 12, 0, -1.4, 7, 0.0, -0.8, -9, 38, 10
- O=C(COc1ccc(Br)cc1)Nc1cc(S(=O)(=O)N2CCCCC2)ccc1N1CCCCC1
 : -6, 0, 2.2, 1, 1.4, 0.1, 34, 11, 4
- CC(=O)c1nc(N2C(=O)C3CC=C(C)CC3C2=O)sc1C (centres undefined)
 : -2, -1, -3.0, 2, -0.3, 0.6, -12, 15, 8
- N/C(=N\OC(=O)CC1CCCCC1)c1ccccn1
 : 0, -2, -1.6, 2, -0.2, -2.1, 8, 21, 5

(further entries)
SMILES	RBBP9 inh	Wee1 stabilizer	TNF necrop inh	Ba/F3 V617F tox	TRPML3 agonist	zfTRPN1 agonist	CHOP inh	PPC-1+TRAIL kill	BaF3 parental
CCOC(=O)c1ccc(NC(=O)CN(Cc2ccc(Cl)cc2)S(C)(=O)=O)cc1	-9	2	4.7	-4	0.8	-0.8	69	12	3
C=C(C)c1cccc(C(C)(C)NC(=O)NCCCN2CCCC2=O)c1	-1	2	-3.5	0	-0.2	1.0	-13	4	7
CN(C)C(=O)c1nc2ccc(Cl)cn2c1CN1CCCC(OCc2cccnc2)C1 (centres undefined)	-2	0	0.1	2	0.2	0.7	-13	8	9
Cc1ccc(S(=O)(=O)N2CCN(CC(=O)N/N=C/C=C/c3ccccc3)CC2)cc1	-7	2	2.9	1	-0.7	0.0	19	-5	2
O=C(NC(=S)NN1CCCCC1c1cccnc1)c1ccc(Br)cc1 (centres undefined)	-4	-1	3.8	-1	0.8	-1.2	1	33	-3
O=C(NCc1ccccc1)C1CC(=O)N(c2ccc(OCC(=O)N3CCCC3)cc2)C1 (centres undefined)	-13	-2	-2.0	1	0.7	-0.3	33	12	3
CCCCNC(=O)CSc1nc(N)c(C(=O)Nc2ccc(OC)cc2)s1	-5	5	-0.4	-3	-0.3	-1.4	1	6	2

Bioassay records deposited in PubChem BioAssay by several laboratories.

Hits appear at their usual frequency; any-hit rate near 6.8%.
